Screening results: PubChem, several laboratories
SARS 3CLpro inh: SARS-CoV 3CLpro protease inhibition | P0C6X7 | recombinant SARS-CoV 3CLpro, quenched FRET peptide cleavage | inhibition, % at 6 µM | 290,000 compounds, 0.14% hits; in the data active means inhibition above about 12%
BoNT F protease: blocks Botulinum neurotoxin F light chain protease | 360,000 compounds, 0.22% hits | AID 588497 | Multiplex microsphere protease cleavage assay, flow cytometry | inhibition, % at 10 µM; in the data active means inhibition above about 35%, passing the limit was not always enough; inconclusive means no clear call, values can overlap the other calls; further: plate controls were buffer without enzyme for full effect and enzyme alone for no effect
PrPC TRFRET: cell surface PrPC inhibition, primary TR-FRET screen; 370,000 compounds, 0.43% hits; inhibition, % at 13.8 µM; TR-FRET read-out; in the data active means inhibition above about 24%; further: 0% = median of the test wells and 100% = reference compound wells
MazEF act: increases E. coli MazEF RNase cleavage of RNA | FAM/BHQ RNA-DNA oligo cleavage fluorescence, 5 h | activation, % at 20 µM | 350,000 compounds, 0.32% hits; in the data active means activation above about 50%
Target sequence (P0AE70 whole entry, looked up): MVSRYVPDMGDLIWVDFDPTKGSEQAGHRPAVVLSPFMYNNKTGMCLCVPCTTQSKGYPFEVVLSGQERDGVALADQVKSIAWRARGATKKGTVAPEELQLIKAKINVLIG
PriA SSB inh: inhibitors of Klebsiella pneumoniae PriA binding to SSB C-terminal tail | inhibition, % at 33 µM | AlphaScreen SSBct-PriA binding, biotinylated peptide | 430,000 compounds, 0.6% hits | AID 1272365; in the data active means inhibition mostly above about 37%, no sharp cut-off; inactive means mostly below about 20%;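 further: plate controls were negative control peptide for no effect and reference peptide for full effect; strong numbers were not always called active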
CCHFV vOTU inh: blocks the CCHF virus ovarian tumor domain protease. inhibition, % at 11.5 µM. CCHFV vOTU protease, Pep-AMC fluorescence. 370,000 compounds, 0.55% hits. AID 651958; in the data active means inhibition above about 30%; further: 0% = vehicle wells with enzyme and 100% = no enzyme wells
DUSP3 inh: blocks human VHR1 dual specificity phosphatase | 290,000 compounds, 0.52% hits | P51452 | recombinant VHR phosphatase, pNPP absorbance | inhibition, % at 13.3 µM; in the data active means inhibition above about 50%; further: some compounds called inactive have numbers as strong as hits
Anthrax LF inh2: anthrax lethal factor protease inhibition | P15917 | multiplex microsphere protease cleavage assay, LF | inhibition, % at 10 µM | 360,000 compounds, 0.12% hits; further: plate controls were buffer without enzyme for full effect and enzyme alone for no effect
Target sequence (P15917 whole entry, looked up): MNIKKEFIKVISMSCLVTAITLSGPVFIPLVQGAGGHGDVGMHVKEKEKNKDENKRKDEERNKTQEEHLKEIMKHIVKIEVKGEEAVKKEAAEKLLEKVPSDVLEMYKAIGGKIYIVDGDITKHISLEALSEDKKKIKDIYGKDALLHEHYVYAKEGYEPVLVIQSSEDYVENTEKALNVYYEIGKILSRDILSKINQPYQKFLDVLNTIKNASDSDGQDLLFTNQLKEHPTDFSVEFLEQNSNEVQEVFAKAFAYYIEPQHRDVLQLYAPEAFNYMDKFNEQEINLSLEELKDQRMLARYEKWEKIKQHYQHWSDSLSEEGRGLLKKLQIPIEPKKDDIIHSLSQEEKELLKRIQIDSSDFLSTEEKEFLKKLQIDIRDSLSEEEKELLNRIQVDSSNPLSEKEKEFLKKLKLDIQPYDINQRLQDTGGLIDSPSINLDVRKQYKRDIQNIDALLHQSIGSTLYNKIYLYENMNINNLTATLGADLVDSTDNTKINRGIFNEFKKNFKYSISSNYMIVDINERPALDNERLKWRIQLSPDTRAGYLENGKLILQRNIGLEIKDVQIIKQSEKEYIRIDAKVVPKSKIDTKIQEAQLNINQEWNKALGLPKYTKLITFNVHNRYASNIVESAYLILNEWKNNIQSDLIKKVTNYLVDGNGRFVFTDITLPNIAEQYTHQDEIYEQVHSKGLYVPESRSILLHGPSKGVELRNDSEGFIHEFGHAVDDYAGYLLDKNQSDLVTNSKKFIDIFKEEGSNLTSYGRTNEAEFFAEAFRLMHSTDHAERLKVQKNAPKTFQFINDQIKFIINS
BoNT-A LC inh2: BoNT A light chain protease inhibition; AID 588499; 360,000 compounds, 0.17% hits; multiplex microsphere protease substrate cleavage, flow cytometry; inhibition, % at 10 µM; further: plate controls were buffer without enzyme for full effect and enzyme alone for no effect
Rv3671c inh: inhibitors of M. tuberculosis serine protease Rv3671c. P9WHR9. inhibition, % at 5.96 µM. 320,000 compounds, 0.048% hits; in the data active means inhibition above about 38%;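 further: extracellular domain of Rv3671c used as enzyme; 0% = enzyme with DMSO and 100% = no enzyme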
Active calls of the source: *; ? = inconclusive; nt = no result given; & = joins results of further samples. Unless noted, no stated cut-off is given here; in the data, active means inhibition above about 30%; inconclusive means no clear call, values can overlap the other calls; inactive means below that.

SMILES | SARS 3CLpro inh | BoNT F protease | PrPC TRFRET | MazEF act | PriA SSB inh | CCHFV vOTU inh | DUSP3 inh | Anthrax LF inh2 | BoNT-A LC inh2 | Rv3671c inh
Cc1ccc(SCc2nc(N)nc(Nc3ccccc3C)n2)c(C)c1 | 5 | 0 | 3 | -2 | 1 | -1 | 7 | 1 | 0.2 | -10
COc1ccc(/C=N/Nc2ncc(C(F)(F)F)cc2Cl)c(OC)c1OC | 0 | 3 | -1 | -9 | nt | 3 | -5 | 0 | -0.4 | 2
COc1ccc(C2(c3ccc(OC)cc3)NC(=O)NC2=O)cc1 | -3 | -14 | 0 | 4 | -7 | -10 | 6 | -10 | 2.2 | -3
CC(=O)Oc1ccccc1C1OCCN1C(C)=O (centres undefined) | -1 | -25 | 11 | -6 | -8 | 5 | 3 | -4 | 0.2 | 2
CC1CCC2(CC1)NC(=O)N(CC(=O)Nc1cccnc1Cl)C2=O (centres undefined) | nt | -7 | 5 | 7 | 3 | -2 | nt | -2 | -1.1 | 0
CCCNC(=O)CSc1nnc(C)s1 | -2 | -2 | 0 | 2 | 0 | -8 | 15 | -2 | 0.6 | 2
CCOc1ccccc1N1CC(C(=O)Nc2cc(S(=O)(=O)N3CCOCC3)ccc2OC(C)C)CC1=O (centres undefined) | nt | 0 | -3 | 2 | -7 | 0 | nt | 0 | -0.3 | nt
CCOC(=O)N1CCN(C(=O)CSc2nc(=O)n3cccc(C)c3n2)CC1 | nt | -10 | 8 | 3 | -19&-5 | -4 | nt | 1 | 1.0 | 9
CC(=O)c1cccc(-n2c(CCC(=O)O)ccc2-c2cccs2)c1 | 2 | 4 | -5 | 13 | 2 | 19 | 3 | -2 | 0.8 | 2
COC(=O)C1=C(N)Oc2c(oc(CO)cc2=O)C1c1ccc(F)cc1 (centres undefined) | 3 | -2 | -6 | -2 | -1 | -9 | -6 | 2 | -0.4 | 7
C=CCC1(CC=C)CCCN1C(=O)c1cc(COc2ccc(C)nc2)on1 | -3 | nt | 15 | 1 | -13 | 16 | 9 | nt | nt | -8
CCOC(=O)C(C(=O)Nc1ccccc1)C1CCCCC1 (centres undefined) | -2 | 7 | -3 | -1 | -15 | -1 | 29 | 2 | -0.4 | -3
COc1cc(/C=C(/Sc2nnc(-c3ccc(F)cc3)o2)C(=O)O)ccc1OC(F)F | 3 | 3 | 6 | -10 | 7 | 7 | 0 | 8 | -0.2 | -3
Cc1ccc(S(=O)(=O)N(C)C)cc1NC(=O)COC(=O)CCCOc1ccccc1 | 1 | -4 | 5 | -2 | -10 | -5 | 15 | 0 | 0.7 | -5
Cc1ccccc1NC(=O)c1cccc2nccnc12 | -2 | 6 | -12 | 5 | -2 | 5 | 22 | -1 | 0.0 | -5
CC(C)CCNC(=O)C(Cc1ccccc1)NS(=O)(=O)c1ccc2c(c1)c(=O)n(C)c(=O)n2C (centres undefined) | -8 | 5 | 3 | 5 | 1 | 14 | 12 | -1 | 0.4 | 0
Cc1ccc(-c2nnn(CC(=O)N(CCN3CCOCC3)C(C(=O)NC(C)(C)C)c3ccc(C)o3)n2)cc1 (centres undefined) | 2 | 2 | 5 | 4 | -5 | -2 | 10 | 0 | 1.0 | 2
COC(=NC1CCCC1)C(O)c1c[nH]c2ccccc12 (centres undefined) | -3 | -12 | -1 | 5 | -14 | -5 | 9 | -2 | 0.2 | -1
COc1ccccc1NC(=O)NC1(C(=O)N2CCC(O)CC2)CCCCC1 | -4 | 1 | 3 | -5 | 2 | -4 | 7 | 0 | -0.2 | 9
COC(=O)c1cccc(S(=O)(=O)N2CCCCC2)c1 | -1 | -9 | -2 | 0 | -18 | -5 | 4 | -2 | -0.9 | -1
O=C(CCCn1c(=S)[nH]c2cc3c(cc2c1=O)OCO3)N1CCN(c2ccccn2)CC1 | -5 | 9 | -3 | 5 | -7 | -9 | 15 | -1 | ? | nt
Cc1ccc(OP(=O)(Nc2cccc(C)c2)Oc2ccc(C)cc2)cc1 | 2 | 3 | 5 | -6 | -12 | -1 | -19 | 1 | 0.0 | -10
COc1ccc(S(=O)(=O)N2CCCCC2)cc1NC(=O)c1cc([N+](=O)[O-])ccc1N1CCOCC1 | nt | -8 | -16 | -15 | 0 | -3 | nt | 0 | 2.0 | -9
COc1cccc(OC)c1C(=O)Nc1nnc(C(C)C)s1 | 4 | -12 | 9 | 0 | -5 | -8 | 14 | 5 | -0.6 | -8
Cc1cc(O)c(NC(=S)NC(=O)c2ccc(-c3ccc(Cl)cc3)o2)cc1C | 0 | 3 | 4 | 3 | -6 | 8 | -18 | 1 | 0.9 | -3
Other compounds
SMILES | SARS 3CLpro inh | BoNT F protease | PrPC TRFRET | MazEF act | PriA SSB inh | CCHFV vOTU inh | DUSP3 inh | Anthrax LF inh2 | BoNT-A LC inh2 | Rv3671c inh
CCOc1ccc(C(c2c(NC(=O)c3ccccc3)sc(C)c2C)N2CCN(C)CC2)cc1 (centres undefined) | 0 | -6 | -7 | 2 | 16 | 6 | 46 | 0 | -1.7 | 4
Cc1cccc(C)c1NC(=S)N1CCC(N(C)CC2CCCO2)CC1 (centres undefined) | -4 | 6 | 0 | -2 | -12 | 12 | 12 | 1 | 0.5 | 5
CCCN1C(=O)c2ccccc2NC1c1ccc(Cl)cc1 (centres undefined) | -2 | -16 | -1 | 1 | -21 | -91 | -4 | 1 | 2.2 | -3
O=C1c2ccccc2NC(c2cccnc2)N1c1ccccc1F (centres undefined) | 6 | 3 | 2 | 20 | -4 | -111 | 5 | 1 | 0.0 | -9
OCC(O)C1OC(c2ccccc2)OC(CO)C1O (centres undefined) | nt | -9 | -1 | -1 | -14 | -8 | nt | 1 | -0.9 | nt
Cc1cc(=O)[nH]c2c1c(C)nn2C(C)(C)C | 5 | ? | 7 | -4 | -6 | -10 | 5 | 0 | -1.9 | -4
COc1ccc(NC(=O)c2nn(C)c(C(=O)Nc3ccc(OC)cc3)c2[N+](=O)[O-])cc1 | 1 | -21 | -16 | 10 | 5 | -6 | 27 | 1 | -4.6 | 4
COc1ccc(CNC(=O)c2cnc3cc(C)ccn3c2=O)cc1 | -5 | -7 | -2 | 2 | -9 | 2 | 28 | 2 | 1.7 | -7
Cc1ccc(N2C(=O)C3CCCN3C2=S)c(C)c1 (centres undefined) | nt | 10 | 6 | -6 | -1 | -8 | nt | -9 | 0.3 | -2
CCCCOc1ccc(CSC(=N)N)cc1Cl | 2 | ? | -18 | 26 | -68 | 22 | 17 | 0 | 2.8 | 0
COc1ccc2cc(C(c3nnnn3CCc3ccccc3)N3CCCC(C)C3)c(=O)[nH]c2c1 (centres undefined) | 1 | 11 | -1 | -17 | 13 | 2 | -2 | 11 | 3.5 | -11
COCCN(C(=O)COC(=O)c1c(-c2ccccc2)noc1C)c1c(N)n(Cc2ccccc2)c(=O)[nH]c1=O | -2 | -4 | -1 | 0 | 8 | 13 | -6 | -3 | -0.7 | -4
Cc1ccc2nc(-c3ccc(N4C(=NC(=O)CCC(=O)O)SC5CS(=O)(=O)CC54)cc3)sc2c1 (centres undefined) | -2 | -2 | nt | -7 | 0 | nt | 14 | 0 | 1.3 | 4
CC1(C)CC(=O)C2=C(C1)OC(N)=C(C#N)[C@@H]2c1ccccc1[N+](=O)[O-] | -7 | nt | -2 | 78* | -2 | -6 | 35 | nt | nt | -1
Cc1onc(-c2ccccc2Cl)c1C(=O)NC(=S)Nc1ccccc1F | 7 | 2 | 0 | -9 | 7&-30 | -7 | 24 | 1 | 0.0 | -13
O=C1c2ccccc2C(=O)N1OCc1ccccc1[N+](=O)[O-] | 5 | 4 | 5 | 2 | 0 | -1 | -19 | 4 | 1.0 | 9
CC(C)(C)NC(=O)CC1C[C@H](C(=O)N2CCOCC2)[C@@]2(C)c3[nH]c4ccccc4c3CCN2C1=O (some centres undefined) | nt | 6 | -4 | -5 | -9 | -6 | nt | 4 | -0.1 | 4
CCN1CCS/C1=C/C=C/C1=[N+](CC)CCS1 | 1 | -8 | nt | -4 | 5 | nt | 2 | -2 | 0.7 | -5
CCOc1ccc(NC(=O)CSc2nc3ccccc3nc2N2CC(C)OC(C)C2)cc1 (centres undefined) | 1 | -3 | 7 | 6 | 6 | 15 | 33 | -7 | -0.1 | 2
O=C(Cc1cccs1)Nc1cccc(-c2nc3ccccc3o2)c1 | -3 | -14 | 6 | -46 | -17 | 3 | 14 | 0 | -1.6 | 0
COc1ccc(OC)c(N2C(=O)/C(=C/c3ccco3)C(=O)NC2=S)c1 | -1 | nt | nt | -23 | 9 | nt | nt | nt | nt | 22
N#Cc1c(SCC(=O)Nc2nccs2)sc2c(O)cc(=O)[nH]c12 | -6 | 1 | 2 | 5 | -1 | 9 | -3 | -1 | -1.0 | -14
O=c1c2ccccc2nc2n1CC/C2=C\N1CCN(c2ccc([N+](=O)[O-])cc2)CC1 | nt | -10 | -18 | 17 | 0 | 12 | nt | -9 | -0.3 | -5
CCOC(=O)C(=O)NCC(c1cccs1)S(=O)(=O)c1ccc(C)cc1 (centres undefined) | nt | -3 | 10 | 6 | -3 | 11 | nt | 2 | -0.1 | -5
C[C@H](CO)N1C[C@H](C)[C@@H](CN(C)S(=O)(=O)c2cccs2)Oc2ccc(NS(=O)(=O)c3ccccc3)cc2CC1=O | nt | -6 | 4 | 7 | -20 | 1 | nt | -5 | -0.8 | 6
CC(C)(C)n1nc2c(c1NC(=O)c1ccc(Cl)c([N+](=O)[O-])c1)CS(=O)(=O)C2 | 4 | 6 | -22 | 5 | -6 | 2 | 44 | 1 | 1.7 | 1
CC(C)(C)S(=O)(=O)N1C[C@@H]2CC/C=C\C/C=C\2[C@H]1CCO | nt | 2 | 4 | 3 | -19 | -10 | nt | -2 | -0.1 | nt
COc1ccc(NC(=O)CS(=O)CC(=O)Nc2ccc(-n3cnnn3)c(C)c2)cc1 (centres undefined) | 0 | -3 | 5 | 7 | 4 | 0 | 32 | -3 | -0.2 | 15
Cn1c(/C(C#N)=C(\O)c2ccc([N+](=O)[O-])cc2)nc2ccccc21 | -2 | -25 | -9 | 8 | -11 | -10 | 13 | -7 | -3.6 | 0

These rows are one share of the data. The share of hits here may be higher or lower than overall.
